GalR3 antagonist: human GalR3 antagonism | O60755 | HEK293 GalR3-CNG cAMP membrane potential fluorescence; galR3 body fused to GalR1 C-terminus | inhibition, % at 3 µM | 0.44% of 360,000 active | AID 651719;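 active = inhibition above the screen-wide average plus 3 SD, cut at about 13% in these data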;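 also: forskolin and galanin both at EC90 stimulate the cells; cAMP rise reported by CNG channel membrane potential dye signal; 0% = forskolin plus galanin with DMSO and 100% = forskolin alone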
Target sequence (O60755 1-299 limits assumed): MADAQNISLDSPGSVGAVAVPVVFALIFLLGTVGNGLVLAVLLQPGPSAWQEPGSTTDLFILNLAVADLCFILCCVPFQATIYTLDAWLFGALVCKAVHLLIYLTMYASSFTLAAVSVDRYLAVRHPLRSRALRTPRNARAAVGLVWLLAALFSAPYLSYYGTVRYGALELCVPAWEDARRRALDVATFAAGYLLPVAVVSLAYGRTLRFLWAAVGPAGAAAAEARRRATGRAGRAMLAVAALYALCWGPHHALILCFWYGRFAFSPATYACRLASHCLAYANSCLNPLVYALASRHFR
Numbers without * were called inactive. Only part of the results is shown; rates above refer to the full screens.

SMILES	GalR3 antagonist
CCc1nc2ccc(C(=O)NCCNC(C)=O)cn2c1N(C)Cc1ccc(OC)cc1	2
Cc1cc2c(cc(C(=O)OC(C)C(=O)NCc3ccc(F)cc3)n2C)o1 (stereo unspecified)	-6
CCNC(=O)N(C)[C@H]1C[C@H]2c3[nH]c4c(-c5ccccc5)cccc4c3CCN2C(=O)[C@H]1[C@H](C)O	-3
COc1ccc(CN2CCN(Cc3c[nH]c4ccccc34)CC2)cc1OC	-4
Cc1[nH]c2ccc(C(=O)OC(C)C(=O)N(C)C3CCCCC3)cc2c1C (stereo unspecified)	-3
Cc1noc(C)c1COc1ccccc1C(=O)N1CCN(S(=O)(=O)c2ccccc2C#N)CC1	-3
Cn1cnc([N+](=O)[O-])c1Sc1nnc(-c2ccccc2)c(-c2ccccc2)n1	4
Cc1ccccc1N=C1C(=O)Nc2ccccc21	0
COc1ccc2cc([C@H](C)C(=O)OCc3cn(CC(=O)c4ccc(O)cc4)nn3)ccc2c1	-2
COc1ccc(NS(=O)(=O)c2cc(NS(=O)(=O)c3cc(C(=O)O)ccc3OC)ccc2C)cc1	-2
CCOC(=O)CN1C(=O)N(c2ccc(OC)cc2)[C@H]2CC3c4ccccc4C[C@]3(C)[C@@H](C(=O)N(C)C3CCCCC3)C[C@H]21 (stereo partly specified)	-8
COc1ccc(-c2ccc(CN3C(C(C)C)C(=O)N(Cc4cn(CCC5OCCO5)nn4)CCS3(=O)=O)cc2)cc1OC (stereo unspecified)	3
CCOC(=O)/C=C1/SCC(=O)N1CC(=O)c1ccc[nH]1	-6
O=C(/C=C/[C@H]1O[C@@H](n2ccc(=O)[nH]c2=O)[C@H](O)[C@@H]1O)NCc1ccco1	-6
O=C1C(=Cc2ccc(F)cc2)Cc2ccccc21	-9
COc1cccc(CN(C)CC(=O)Nc2cc(S(=O)(=O)N3CCCC3)ccc2Cl)c1OC	-4
CCOc1cc(N2CCOCC2)c(OCC)cc1NC(=O)CN1C(=O)NC(C)(c2ccc(OC)cc2)C1=O (stereo unspecified)	-4
O=C(c1cccs1)N1C[C@H](n2cc(C3CC3)nn2)[C@@H](O)C[C@@H]1c1ccccc1	-7
CCCCS(=O)(=O)N1CCCc2nc(C)c(C)cc21	-5
O=C(NCCc1cccs1)c1ccc(CS(=O)Cc2cccc(Cl)c2)o1 (stereo unspecified)	-6
O=C(N[C@H](C(=O)N1CCC[C@H]1C(=O)NC1CCCC1)C1CCCCC1)c1ccco1	-9
CC(O)c1cccc(-c2ccc(CN3C[C@]4(CO)O[C@@H](CO)C[C@@H]4S3(=O)=O)cc2)c1 (stereo partly specified)	-1
O=C(NCc1nnnn1-c1ccc(F)cc1)c1cc2ccccc2o1	-5
Cc1csc(=O)n1CCC(=O)OCC(=O)N(C)c1c(N)n(Cc2ccccc2)c(=O)[nH]c1=O	-2
CC(C)C[C@@H](CN1CCC[C@H]1CN1C(=O)C(=O)NC[C@@H]1Cc1ccc(O)cc1)N1C[C@H](Cc2ccc(O)cc2)N(CCc2ccccc2)C(=O)C1=O	2

Overlap with the part before: 2 compounds, followed by the next part.
SMILES	GalR3 antagonist
Cc1csc(=O)n1CCC(=O)OCC(=O)N(C)c1c(N)n(Cc2ccccc2)c(=O)[nH]c1=O	-2
CC(C)C[C@@H](CN1CCC[C@H]1CN1C(=O)C(=O)NC[C@@H]1Cc1ccc(O)cc1)N1C[C@H](Cc2ccc(O)cc2)N(CCc2ccccc2)C(=O)C1=O	2
CCOC1=C2[C@@H](CN(S(=O)(=O)c3ccc(C)cc3)[C@H]2c2cccc3ccccc23)[C@H]2C(=O)N(C3CCCCC3)C(=O)[C@H]2C1	-6
CC(C(=O)NCc1ccccc1)n1c(CSCCOc2ccccc2)nc2ccccc21 (stereo unspecified)	-1
O=C(NCCCCCCCCNC(=O)c1cccc2ccccc12)c1cccc2ccccc12	-3
COc1ccccc1CNc1nc(NCc2ccccc2SC)c2sccc2n1	-10
COc1ccc(CN(C)C(=O)CCC(=O)N2CCN(S(=O)(=O)c3ccc(Cl)cc3)CC2)c(OC)c1	-3
S=C(NN=C1CCCCC1=NNC(=S)N1CCOCC1)N1CCOCC1	-3
O=C(CN1C(=O)c2ccccc2C1=O)NC1(C(=O)O)CCCC1	2
O=C(O)c1c2c(nc3ccc(S(=O)(=O)N4CCC(C(=O)NCc5ccccc5)CC4)cc13)CCCC2	-6
CCOC(=O)C(Cc1ccccc1)C1(C)Oc2ccccc2O1 (stereo unspecified)	-8
C[C@H](CO)N1C[C@H](C)[C@H](CN(C)C(=O)N[C@H](C)c2ccccc2)OCc2ccccc2-c2c(n(C)c3ccccc23)C1=O	-5
C[C@H]1CN([C@@H](C)CO)C(=O)CCCn2cc(nn2)CO[C@@H]1CN(C)C(=O)C1CC1	-2
O=S1(=O)c2ccccc2C(O)(c2ccccc2)c2ccccc21	-7
Cc1ccc(CN2CCC2(C)C(=O)NC(C)C)cc1 (stereo unspecified)	-4
COc1ccc(Cl)c2sc(N(CCN(C)C)C(=O)C3=COCCO3)nc12	-6
CC1=C(C(=O)N(C)C)CC(CC(=O)NC2CCCC2)C(=O)N1CCCN1CCCC1=O (stereo unspecified)	5
O=C(O)C1CCC(C(=O)O)SS1 (stereo unspecified)	-4
Cc1cccc(C)c1-n1nnnc1C1(C)CCC(=O)N1CCCN1CCOCC1 (stereo unspecified)	-4
O=C(Nc1ccccc1)c1cc(C2COCCN2C(=O)CCCc2ccccc2)on1 (stereo unspecified)	-5
O=c1[nH]c(C(F)(F)F)nc2c1nc1n2CCC1	9
COc1cccc(-c2ccc3nccn3c2)c1	-5
N#CC1(C#N)OC12CCS(=O)(=O)c1ccccc12 (stereo unspecified)	-3
COc1ccc(C(=Cc2ccccc2[N+](=O)[O-])C(=O)O)cc1	-5
Cc1cccc(C)c1-n1nnnc1C(C1CC1)N1CCN(C/C=C/c2ccccc2)CC1 (stereo unspecified)	-8
O=C(c1ccccc1)N1CCC2CCN(S(=O)(=O)c3ccccc3)CC21 (stereo unspecified)	-6
CCOC(=O)C1=C[C@@H](C2CCCC2)N(S(=O)(=O)c2ccc([N+](=O)[O-])cc2)[C@H]1c1ccccc1	-9

A second format for 4 compounds above:
> S=C(NN=C1CCCCC1=NNC(=S)N1CCOCC1)N1CCOCC1
  GalR3 antagonist: -3
> O=C(CN1C(=O)c2ccccc2C1=O)NC1(C(=O)O)CCCC1
  GalR3 antagonist: 2
> O=C(O)c1c2c(nc3ccc(S(=O)(=O)N4CCC(C(=O)NCc5ccccc5)CC4)cc13)CCCC2
  GalR3 antagonist: -6
> CCOC(=O)C(Cc1ccccc1)C1(C)Oc2ccccc2O1 (stereo unspecified)
  GalR3 antagonist: -8

Going on with the list:
SMILES	GalR3 antagonist
CCCCN(C(=O)c1cc(S(=O)(=O)N2CCOCC2)ccc1F)c1c(N)n(CCCC)c(=O)[nH]c1=O	3
Cc1cccc(C)c1NC(=O)C1(C)CSCC(=O)N1CCCn1ccnc1 (stereo unspecified)	-4
C[C@H](O)[C@@H]1C(=O)N2CCc3c([nH]c4c(-c5ccccc5)cccc34)[C@@H]2C[C@@H]1N(C)C(=O)c1ccco1	-7
Nc1cc(=O)n(Cc2ccco2)c(=S)[nH]1	-4
CCCCNC(=O)C1(C)CCCCN1C(=O)c1cccs1 (stereo unspecified)	0
CCc1nc2ccc(C(=O)NCc3ccc(OC)cc3)cn2c1N(CCC(C)C)CCN(C)C	-6
C=C1[C@@H](CCO)N(S(=O)(=O)C(C)(C)C)C[C@@H]1C	-4
COc1ccccc1-c1cnc2c(c1)C(=O)N([C@@H](C)CO)C[C@@H](C)[C@@H](CN(C)C(C)=O)O2	-4
O=C(CC[C@H]1O[C@@H](n2cnc3c(NC(=O)c4ccccc4)ncnc32)[C@H](O)[C@@H]1O)NCc1cccs1	-6
O=C(Nc1ccc(F)c(Cl)c1)c1cc(C2CCCCN2C(=O)c2ccc(Cl)cc2)on1 (stereo unspecified)	-9
CN(C)CCCNC(=O)C[C@H]1C[C@H](C(=O)N2CCOCC2)[C@@]2(CCC3CCCC3)c3[nH]c4cc(CCC(=O)N(C)C)ccc4c3CCN2C1=O	-4
O=C(O)c1ccc(C=NN=C2c3ccccc3-c3ccccc32)cc1	-5
O=Cc1coc([B-](F)(F)F)c1	-7
CN=c1sc2c(n1C)C(=O)c1ccccc1C2=O	-3
Cc1ccc(S(=O)(=O)NN=C2CCCc3ccccc32)cc1	-9
CCCNC1(C(N)=O)CCN(Cc2ccccc2)CC1	0
CC(C)[C@@H](C)/C=C/[C@@H](C)[C@H]1CC[C@@H]2[C@]1(C)CCC1[C@]23C=C[C@]2(C[C@@H](O)CC[C@]12C)N(c1ccc(F)cn1)O3 (stereo partly specified)	-3
Cc1nc2ccc(C(=O)N(C)Cc3ccco3)cn2c1N(C)CC1CCCCC1	-4
CC(C)C[C@H]1COc2cc(Br)ccc2S(=O)(=O)N1Cc1ccc(Cl)cc1	-2
CCCCNC(=O)C1(C)CCCCN1C(=O)c1ccc2ccccc2n1 (stereo unspecified)	5
NC(C(=O)O)C1ON=C(Cl)C1O (stereo unspecified)	-4
COc1ccc(C(=O)Nc2ccc3nc4n(c(=O)c3c2)CCCCC4)cc1OC	-2
COc1ccc(OC)c(C(O)c2ncc(-c3cccc4ccccc34)[nH]2)c1 (stereo unspecified)	-8
COC(=O)[C@@]1(C)[C@H]2C(=O)N(C)C(=O)[C@H]2[C@H]2CN=C(SCC(=O)c3ccccc3)N21	-5
C[C@@H]1CN([C@H](C)CO)S(=O)(=O)c2ccc(C#CCN(C)C)cc2O[C@@H]1CN(C)Cc1ccccc1F	-5

The results go on:
SMILES	GalR3 antagonist
Cc1cc(O)c(C(C)C)cc1N=Cc1ccc(N(C)C)cc1	1
CCCCNC(=O)C1(C)CCCCN1C(=O)c1c(Cl)cccc1Cl (stereo unspecified)	-6
O=C1NC2C3CC(c4ccccc43)C12 (stereo unspecified)	1
COc1ccc(C(Cl)=C(C=O)c2ccc(OC)c(OC)c2)cc1OC	-5
CN(Cc1ccccc1)Cc1cc(=O)oc2ccc3ccccc3c12	0
CN(C)CCCNC(=O)C[C@H]1C[C@H](C(=O)N2CCCCC2)[C@@]2(CCc3ccccc3)c3[nH]c4cc(CCC(=O)N(C)C)ccc4c3CCN2C1=O	-4
CCCC(=O)N1CCC1(C)C(=O)NS(=O)(=O)c1ccc(Cl)cc1 (stereo unspecified)	-5
Cc1cccc(C)c1-n1nnnc1C(c1ccccc1)N1CCN(C/C=C/c2ccccc2)CC1 (stereo unspecified)	-8
Cn1c(=O)c2cc(NC(=O)NCc3ccc(Cl)cc3Cl)ccc2n1Cc1ccc(F)cc1	-2
CC1(N=Cc2cc(Cl)ccc2O)COP(=O)(NC2CCCC2)OC1 (stereo unspecified)	-5
CC(C)[C@@H](CO)NC(=O)[C@H]1O[C@@H](n2cnc3c(N)ncnc32)[C@H](O)[C@@H]1O	-5
Cc1cc2c(nc1C)CCCN2S(=O)(=O)c1c(C)noc1C	-6
C[C@H](CO)N1C[C@H](C)[C@H](CN(C)Cc2ccc(Oc3ccccc3)cc2)Oc2cc(Br)ccc2S1(=O)=O	-6
COc1cccc(S(=O)(=O)N(C)C[C@@H]2Oc3ncc(Br)cc3C(=O)N([C@H](C)CO)C[C@@H]2C)c1	-3
CC1(C)OC(=O)C2=C(C[C@@H](C3CCCC3)O[C@H]2c2ccc(Cl)cc2)O1	-7
O=C(Nc1cccc(Oc2ccccc2)c1)C1Cc2c(-c3cccc(F)c3)ccnc2O1 (stereo unspecified)	-4
Nc1nc(Cl)c(N)c(NCC2(CO)CC(CCc3ccccc3)C2)n1 (stereo unspecified)	-4
OCC[C@@H]1C[C@H](O)[C@@H](O)[C@]2(OCc3cc(C(F)(F)F)ccc32)O1	-5
CC1COC(=C2C(=O)OCC2C)C1 (stereo unspecified)	-7
O=c1oc2ccccc2c2c1ccc1ccccc12	-2
COc1cccc(NC(=O)CN(C)C(=O)c2ccc(NC(=O)CC3SC(N4CCCC4)=NC3=O)cc2)c1 (stereo unspecified)	5
C[C@H](O)[C@@H]1CN2CCc3c([nH]c4ccccc34)[C@@H]2C[C@@H]1N(C)C(=O)Nc1ccc(F)cc1	-5
CCCNC(=O)C1(C)CCCN(C(=O)c2oc3ccccc3c2C)C1 (stereo unspecified)	-4
Cc1cc(=O)oc2c(CN3CCCCC3)c(O)ccc12	-6
CCN1C[C@@H]2[C@@H]3C(=O)N(C)C(=O)[C@@H]3[C@](C)(C(=O)OC)N2C1=NC	-7

By substructure, the entries above with a COOH group (seven)
SMILES	GalR3 antagonist
COc1ccc(NS(=O)(=O)c2cc(NS(=O)(=O)c3cc(C(=O)O)ccc3OC)ccc2C)cc1	-2
O=C(CN1C(=O)c2ccccc2C1=O)NC1(C(=O)O)CCCC1	2
O=C(O)c1c2c(nc3ccc(S(=O)(=O)N4CCC(C(=O)NCc5ccccc5)CC4)cc13)CCCC2	-6
O=C(O)C1CCC(C(=O)O)SS1 (stereo unspecified)	-4
COc1ccc(C(=Cc2ccccc2[N+](=O)[O-])C(=O)O)cc1	-5
O=C(O)c1ccc(C=NN=C2c3ccccc3-c3ccccc32)cc1	-5
NC(C(=O)O)C1ON=C(Cl)C1O (stereo unspecified)	-4

Next part:
SMILES	GalR3 antagonist
CCOc1ccc(/C(O)=C2\C(=O)C(=O)N(c3ccccn3)C2c2ccccc2F)c(C)c1 (stereo unspecified)	-1
Cc1cccc(C2=NN(c3ccccc3)[C@@H](C(=O)N3CCOC3=O)[C@@H]2C)c1	-1
CC(C)(C)S(=O)N1Cc2cc(C(=O)NCC(F)(F)F)nc(-c3cccc(-c4cccc(F)c4)c3)c2[C@@H]1CCO (stereo partly specified)	-7
CSCCC(NC(=O)c1ccc(Cl)cc1Cl)C(=O)N1CCN(C(=O)c2ccccc2)CC1 (stereo unspecified)	-3
CN1CCCC(C)(C(=O)Nc2ccc(-n3cccc3)cc2)C1 (stereo unspecified)	-7
CCOC(=O)C1=CCC2C(=O)N(CC)C(=O)C12 (stereo unspecified)	-6
O=C(Cc1cccc2ccccc12)NN=Cc1ccc2c(c1)CCC2	-7
CCN(C(=O)COC(=O)CNS(=O)(=O)c1ccc(C)cc1)C1CCS(=O)(=O)C1 (stereo unspecified)	2

Compound activity as filed in PubChem.
